Bioassay records from PubChem BioAssay.
CASP6 VEID inh: human caspase-6 inhibitors, primary screen, biochemical, VEID-R110 fluorescence, single point, set 2 | P55212 | purified caspase-6, Z-VEID-R110 cleavage fluorescence | inhibition, % at 12.5 µM | 350,000 tested, 0.53% active;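 active = mean inhibition across replicates at least about 35%, with every replicate also reaching that limit, limit read from the data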;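 note: 0% = median of neutral control wells and 100% = no fluorescence left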
Target sequence (P55212 24-179 limits assumed): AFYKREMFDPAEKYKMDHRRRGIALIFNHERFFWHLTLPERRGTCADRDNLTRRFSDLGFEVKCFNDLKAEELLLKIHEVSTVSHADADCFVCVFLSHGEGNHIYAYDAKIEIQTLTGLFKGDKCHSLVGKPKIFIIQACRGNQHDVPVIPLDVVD
Target sequence (P55212 194-293 limits assumed): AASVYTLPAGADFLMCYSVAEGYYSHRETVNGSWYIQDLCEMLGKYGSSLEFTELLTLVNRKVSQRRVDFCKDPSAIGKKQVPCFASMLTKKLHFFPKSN
miR-122 sensor: miR-122 Renilla sensor signal increase in Huh7, primary screen, miR-122 inhibitor project, cell-based, single point, plate reader; Huh7 miR-122 Renilla luciferase sensor, 48 h; neutral wells = 0, positive control = 100; activation (reporter increase), % at 12.5 µM; 340,000 tested, 0.3% active;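 active = mean replicate activation score at least 90 and every replicate individually at or above 90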;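 note: higher luciferase means less miR-122 activity so hits act as miR-122 inhibitors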
FN deposit inh: inhibitors of fibronectin matrix deposition, primary screen, AH1F cells, Alexa488-fibronectin fluorescence, plate reader; inhibition, % at 12.6 µM; AID 743247, 2014; 350,000 tested, 0.086% active; AH1F fibroblasts, overnight;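 active = mean inhibition across replicates of 30% or more, regardless of how many single replicates reach that level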;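 note: positive control wells lacked labelled fibronectin entirely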
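Measured by – fluorescence 485/525 nm · System – AH1F fibroblast monolayer, labelled fibronectin deposition · Amount – 10000 cells per well · Buffer or medium – serum-reduced DMEM (2% serum) · Doses – single dose, pinned · Also added – fluorescent fibronectin at 24 nM final · Schedule – 1 h cell attachment, overnight exposure to compound and label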
Cneo AK release: Cryptococcus neoformans cell lysis inducers, primary screen, AK release luminescence, single concentration. C. neoformans lysis, adenylate kinase release luminescence, 4 h; normalised: neutral wells 0, clomiphene wells 100. lysis activity, % at 15 µM. 360,000 tested, 0.2% active. AID 651654, 2012;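 active = mean lysis activity across replicates of at least 80%, whatever share of replicates individually reach that level; inactive = mean lysis activity below 80%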
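read-out = cell lysis signal | test system = log-phase Cryptococcus neoformans yeast cells | input = cells at 5 × 10^6 per mL | medium = fresh YPD growth medium | signal = luminescent adenylate kinase detection reagent | timing = 4 h at 37 °C static, read 1 h later | dosing = single dose | controls = Clomiphene as positive lysis control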
LGR2 inh: inhibitors of bursicon-induced LGR2 CRE-luciferase signal, primary screen, cell-based, HEK293, CRE-luciferase reporter, bursicon stimulation; AID 720647, 2013; bursicon-stimulated, 4 h; inhibition, % at 9.99 µM; Drosophila bursicon receptor LGR2 (rickets); 380,000 tested, 0.35% active;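 active = drop in luminescence signal, shown as inhibition above about 50% in the replicate tests, limit read from the data, passing the limit was not always enough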;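 note: agonist challenge used bursicon conditioned medium at about half maximal strength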
PGC1a acetyl inh: inhibitors of PGC1a acetylation signal, primary screen, cell-based, U2OS, AlphaScreen, inhibitor mode | AlphaScreen anti-acetyl-lysine; with virally co-expressed GCN5 acetyltransferase | inhibition, % at 15.6 µM | 350,000 tested, 0.17% active | AID 651687, 2012;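 active = every replicate shows inhibition of at least 40%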;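 note: 0% = neutral control wells and 100% = positive control wells; some results beyond the cut were filed as inactive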
PAX8 inh HTS: inhibitors of PAX8-driven TPO luciferase reporter, primary screen, RMG-I cells, single concentration; SteadyGlo, 24 h; inhibition, % at 12.6 µM; 360,000 tested, 1.2% active;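 active = mean replicate inhibition at least 60% with every replicate also reaching 60%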;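 note: luciferase light reporting Pax8 driven TPO promoter activity; plate controls were median of neutral control wells for no effect and mitoxantrone controls for full effect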
EWS-Fli inh: EWS/Fli-driven NR0B1 reporter inhibitors, primary screen, A673 cells, NR0B1 luciferase, luminescence, MLPCN library; viability-normalised; inhibition, % at 12.6 µM; 350,000 tested, 0.67% active; AID 651661, 2012;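 active = mean inhibition of at least 50% after viability correction, with every replicate also passing that limit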;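 note: firefly luciferase signal divided by Alamar Blue viability fluorescence both relative to DMSO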
An asterisk follows results filed as active; . = no result given; & = joins results of further samples; [ ] = remark or other dose.

1) Cc1ccc(NC(=O)CCN2C(=O)C3CC=CCC3C2=O)cc1Cl (configuration not stated)
2) Cc1ccc2nc(N3C(=O)C(O)=C(C(=O)c4ccco4)C3c3ccc(C)o3)sc2c1 (configuration not stated)
3) CC(=O)c1cccc(NC(=O)Cn2cnc(S(=O)(=O)N3CCc4ccccc43)c2)c1
4) CC(=O)OCC1=C(C(=O)O)N2C(=O)C(NC(=O)c3ccc(COc4ccc(Cl)cc4)o3)C2SC1 (configuration not stated)
5) N#Cc1ccccc1Sc1ccccc1N
6) CC(C)(C)[C@H]1C=C(C(=O)N2CCOCC2)O[C@@H](OCc2ccc(CO)cc2)C1
Screen / compound no.,1,2,3,4,5,6
CASP6 VEID inh,0,0,1,60*,-1,-4&0
PGC1a acetyl inh,0,-3,8,.,-18,12&2
LGR2 inh,-3,3,30,-2,.,12
miR-122 sensor,0,-3,-4,.,-4,0
PAX8 inh HTS,-15,-7,16,20,.,-14&4
EWS-Fli inh,-11,-48,.,-4,-11,-2&3
FN deposit inh,0,1,0,-3,.,4
Cneo AK release,1,-2,1,.,-1,0&-1

7) C=C1CCN([C@@H](CC(C)C)C(=O)NCc2ccco2)S(=O)(=O)c2ccccc21
8) C[C@@H]1CN([C@@H](C)CO)C(=O)Cc2cc(NS(=O)(=O)c3cn(C)cn3)ccc2O[C@@H]1CN(C)C(=O)Nc1ccccc1
9) CCNC(=O)C1CCCN(C(=O)c2ccc3ccccc3c2)CC1 (configuration not stated)
10) C[C@H](CO)N1C[C@H](C)[C@H](CN(C)C(=O)NC2CCCCC2)OCc2cn(nn2)CCCC1=O
11) COc1ccc(NC(=O)C2CC(=O)N(c3ccc(C)cc3)C2)cc1S(=O)(=O)N1CCCCC1 (configuration not stated)
12) O=C(C[C@H]1CC[C@H]2[C@@H](COC[C@@H](O)CN2Cc2cc(F)cc(F)c2)O1)NC1CCC1
Screen / compound no.,7,8,9,10,11,12
CASP6 VEID inh,1,2&1,-3,3,1,1
PGC1a acetyl inh,-12,5,5,3,6,-6
LGR2 inh,24,-20&-10,-5,-14,-5,10
miR-122 sensor,-7,10,0,7[16.7 µM],-8,1[16.7 µM]
PAX8 inh HTS,1,-23,14,.,10,-7
EWS-Fli inh,-5,2&-13,9,-4,-3,-7
FN deposit inh,7,-10,9,-6,.,-5
Cneo AK release,-2,4,0,-10,1,-2

13) CNC[C@@H]1Oc2cc(-c3cccnc3)ccc2S(=O)(=O)N([C@@H](C)CO)C[C@H]1C
14) C[C@H](CO)N1C[C@H](C)[C@@H](CN(C)S(=O)(=O)c2ccccc2)OCCCC[C@H](C)Oc2ccc(NC(=O)Nc3ccccc3)cc2C1=O
15) C[C@H]1CN([C@@H](C)CO)C(=O)Cc2cc(N(C)C)ccc2O[C@H]1CN(C)S(C)(=O)=O
16) CN(c1cccc(NC(=O)CN(c2cccc(Cl)c2)S(=O)(=O)c2ccc(Cl)cc2)c1)S(C)(=O)=O
17) CN1C(c2ccc(F)cc2)=CS/C1=C(/C#N)c1nnc2n1-c1ccccc1SC2
18) COc1ccc(O)c(/C=N/NC(=S)NCCc2ccccc2)c1
Screen / compound no.,13,14,15,16,17,18
CASP6 VEID inh,2,1,2,.,0,9
PGC1a acetyl inh,6,-20,-1,-4,10,.
LGR2 inh,31,3,7,8,-3,5
miR-122 sensor,2[16.7 µM],3[16.7 µM],0[16.7 µM],0,-3,-7
PAX8 inh HTS,5,4,0,6,-2,12
EWS-Fli inh,-11,10,2,.,4,39
FN deposit inh,.,2,-5,4,11,2
Cneo AK release,-6,-4,-7,-1,.,4

19) O=C(NCCc1cccs1)C1CC(c2ccccc2F)=NO1 (configuration not stated)
20) COCCN(C(=O)c1ccco1)c1nnc(-c2ccc(F)cc2)s1
21) COc1ccc(OC)c(S(=O)(=O)NCCc2csc(-c3cccnc3)n2)c1
22) CCCCCC(=O)N1C[C@H](n2cc(-c3ccc(F)cc3)nn2)[C@@H](O)C[C@@H]1c1ccc(OC)cc1
23) O=S(=O)(c1ccc(F)cc1)N1CCCCN2[C@H](CO)[C@@H](c3ccc(-c4ccccc4F)cc3)[C@H]2C1
24) CN(c1ccccc1C(=O)NCc1ccccc1Cl)S(=O)(=O)c1ccccc1
Screen / compound no.,19,20,21,22,23,24
CASP6 VEID inh,.,7,-2,0,-1,-2
PGC1a acetyl inh,.,-4,.,-19,-2,.
LGR2 inh,-13,-30,20,-16,.,18
miR-122 sensor,-3,1,.,5,-1[16.7 µM],.
PAX8 inh HTS,-73,-104,6,9,24,14
EWS-Fli inh,-28,-46,15,7,0,5
FN deposit inh,-2,3,-15,0,.,4
Cneo AK release,2,-1,.,3,-1,0

25) CCc1ccc(/C=C2\Oc3c(ccc(O)c3CN3CCN(C)CC3)C2=O)cc1
26) C/C=C/c1ccc([C@H]2[C@@H](CNC(=O)c3ccncc3)N(C(=O)CC)[C@H]2CO)cc1
27) Cc1ccc2nc(SCC(=O)Nc3ccc4c(c3)OCCO4)nc(=O)n2c1
28) NC(=O)CC(NC(=O)c1ccccc1)c1ccc(NC2CCN(Cc3ccccc3)CC2)c([N+](=O)[O-])c1 (configuration not stated)
29) CCOC(=O)N1CCN(Cc2cn[nH]c2-c2cccc3ccccc23)CC1
30) O=C(NCC[C@@H]1CC[C@@H](NS(=O)(=O)c2ccc(Cl)cc2)[C@H](CO)O1)Nc1ccc(F)cc1
Screen / compound no.,25,26,27,28,29,30
CASP6 VEID inh,1,-1,3,14,6,-1
PGC1a acetyl inh,.,9,.,.,.,-8
LGR2 inh,16,3,-10,2,-6,4
miR-122 sensor,.,-33[16.7 µM],-3,.,3,.
PAX8 inh HTS,32,6,-2,17,17,-4
EWS-Fli inh,-3,7,-10,-4,8,-8
FN deposit inh,0,1,2,4,4,-12
Cneo AK release,.,-2,-1,1,.,.

31) Oc1ccccc1Nc1ccccn1
32) COc1ccc(C(=O)O)cc1S(=O)(=O)NCc1ccccn1
33) O=C(c1cccc(F)c1)N1CC2(C1)[C@H](c1ccccc1)[C@H](CO)N2C(=O)C1CCC1
34) C[C@@H]1CN([C@H](C)CO)C(=O)c2cccc(NC(=O)c3nc4ccccc4s3)c2O[C@@H]1CN(C)C(=O)Nc1ccccc1
35) CCC1C(=O)NCCN1C(=O)c1ccc(OC)c(OC2CCN(C(C)=O)CC2)c1 (configuration not stated)
36) CSCC(O)Cn1ncc2ccccc2c1=O (configuration not stated)
Screen / compound no.,31,32,33,34,35,36
CASP6 VEID inh,-12,-2,0,-1,-4,2
PGC1a acetyl inh,5,7,3,8,.,.
LGR2 inh,-28,-4,-1,6,14,-11
miR-122 sensor,7,0,.,67[16.7 µM],0,.
PAX8 inh HTS,0,0,.,7,-2,-40
EWS-Fli inh,-4,8,-1,-16,-7,-24
FN deposit inh,1,10,1,.,5,-8
Cneo AK release,-2,-1,.,3,0,.

5 compounds drawn at random from those above, as already listed:
34) C[C@@H]1CN([C@H](C)CO)C(=O)c2cccc(NC(=O)c3nc4ccccc4s3)c2O[C@@H]1CN(C)C(=O)Nc1ccccc1
33) O=C(c1cccc(F)c1)N1CC2(C1)[C@H](c1ccccc1)[C@H](CO)N2C(=O)C1CCC1
35) CCC1C(=O)NCCN1C(=O)c1ccc(OC)c(OC2CCN(C(C)=O)CC2)c1 (configuration not stated)
36) CSCC(O)Cn1ncc2ccccc2c1=O (configuration not stated)
31) Oc1ccccc1Nc1ccccn1
Screen / compound no.,34,33,35,36,31
CASP6 VEID inh,-1,0,-4,2,-12
PGC1a acetyl inh,8,3,.,.,5
LGR2 inh,6,-1,14,-11,-28
miR-122 sensor,67[16.7 µM],.,0,.,7
PAX8 inh HTS,7,.,-2,-40,0
EWS-Fli inh,-16,-1,-7,-24,-4
FN deposit inh,.,1,5,-8,1
Cneo AK release,3,.,0,.,-2

Going on with the list.
37) COc1ccc(OCCCC(=O)NCCc2nc3ccccc3[nH]2)cc1
38) O=C(OCC(=O)N1CCc2ccccc21)C1=COCCO1
39) COCC#Cc1ccc2c(c1)O[C@H](CN(C)S(=O)(=O)c1cccc(F)c1)[C@H](C)CN([C@@H](C)CO)S2(=O)=O
40) CCOc1ccc(CCNC(=O)CCc2nnc3ccc(N4CCOCC4)nn23)cc1OCC
41) Cc1cc(C(=O)Nc2cccc3c2O[C@@H](CN(C)S(=O)(=O)c2cccs2)[C@H](C)CN([C@H](C)CO)C3=O)n(C)n1
42) Nc1nnnn1CC(=O)N/N=C/c1cc([N+](=O)[O-])ccc1O
Screen / compound no.,37,38,39,40,41,42
CASP6 VEID inh,-2,.,2,-3,1,-1
PGC1a acetyl inh,10,3,-8,.,-3,3
LGR2 inh,-16,.,-17,-10,0,-3
miR-122 sensor,.,0,3[16.7 µM],2,-2[16.7 µM],-3
PAX8 inh HTS,24,.,.,-1,.,12
EWS-Fli inh,14,.,0,-1,-7,11
FN deposit inh,-7,4,7,-4,-1,.
Cneo AK release,.,6,-2,-4,-3,-1

43) CCOC(=O)N1CCN(C(=O)c2ccc3c(c2)N(Cc2ccccc2)CCS3)CC1
44) O=C(Cn1cnc2ccccc2c1=O)NC1CCS(=O)(=O)C1 (configuration not stated)
45) COc1ccc(CCNC(=O)C2CCN(S(=O)(=O)N3CCCCCC3)CC2)cc1OC
46) C=CCn1c(SCC(=O)NCc2ccc3c(c2)OCO3)nnc1C1COc2ccccc2O1 (configuration not stated)
47) C[C@H]1CN([C@@H](C)CO)C(=O)c2cccc(N(C)C)c2O[C@H]1CN(C)S(C)(=O)=O
48) C[C@@H]1CCCCO[C@@H](CN(C)C(=O)CCC(F)(F)F)[C@H](C)CN([C@@H](C)CO)C(=O)c2cc(NC(=O)C3CCCCC3)ccc2O1
49) Cc1cc(-c2ccc(C)c(S(=O)(=O)N3CCN(c4ccc(F)cc4)CC3)c2)on1
Screen / compound no.,43,44,45,46,47,48,49
CASP6 VEID inh,-1,23,.,1,0,2,-1
PGC1a acetyl inh,.,.,-9,-4,-2,7,-4
LGR2 inh,20,-11,10,-4,-2,-7,-6
miR-122 sensor,.,-1,1,11,5[16.7 µM],3[16.7 µM],-1
PAX8 inh HTS,35,-14,.,10,-11,-9,32
EWS-Fli inh,4,-1,.,.,0,3,.
FN deposit inh,15,0,-7,15,-5,-8,4
Cneo AK release,3,1,-2,.,0,-1,-3
